# Screening results deposited in PubChem by several laboratories.
# iPSC survival up – enhancers of single-cell hiPSC survival, primary screen, ATPlite luminescence. 100% = ROCK inhibitor wells, 0% = DMSO. survival enhancement, % at 20 µM. hit rate 0.044% among 360,000. AID 602274, 2012; in the data active = survival enhancement above about 18%;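 also: cells exposed to compounds for 16 hours before the ATP read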
# aDG glyco act – activators of alpha-DG glycosylation, primary screen, uHTS, Pro5-aDG cells, AlphaScreen; alpha-DG glycosylation AlphaScreen (IIH6); 0% Pro5, 100% B10-LARGE cell signal; activation, % at 10 µM; hit rate 0.22% among 360,000;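 active = activation of at least 8% versus controls, or a plate z-score of at least 8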;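 also: Pro5 are CHO cells carrying HIG-tagged alpha-DG that lacks glycosylation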
# NR2E3 ag-1 – NR2E3 agonists in two-hybrid cells, primary screen, cell-based, luminescence, CHO-S, Gal4-NCOR/VP16-NR2E3; luciferase; inhibition of corepressor binding, % at 3.98 µM; hit rate 0.35% among 360,000; AID 602229, 2012;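 active = inhibition above the mean of all tested compounds plus 3 SD, cut at about 70% in these data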;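 also: 0% = DMSO with NR2E3 transfected cells and 100% = cells lacking NR2E3 construct; higher means lower luciferase signal from less NR2E3 corepressor binding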
# Target sequence (Q9Y5X4 whole entry, looked up, the tested form may be a part): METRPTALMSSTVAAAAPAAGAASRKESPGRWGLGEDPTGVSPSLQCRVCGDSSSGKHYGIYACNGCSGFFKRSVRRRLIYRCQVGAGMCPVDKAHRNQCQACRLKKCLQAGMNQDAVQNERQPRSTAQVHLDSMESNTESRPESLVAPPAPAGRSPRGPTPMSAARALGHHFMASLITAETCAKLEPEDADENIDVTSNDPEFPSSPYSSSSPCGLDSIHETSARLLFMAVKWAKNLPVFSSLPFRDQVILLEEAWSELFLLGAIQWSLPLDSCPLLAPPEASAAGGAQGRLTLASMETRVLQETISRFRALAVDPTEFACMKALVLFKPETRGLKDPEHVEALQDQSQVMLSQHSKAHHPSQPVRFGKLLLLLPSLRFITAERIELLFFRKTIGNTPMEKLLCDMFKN
# CaV13 ICDI inh – Primary screen for inhibitors of IQ motif and Ca2+-dependent inactivation inhibitor domain binding in CACNA1D, Förster resonance energy transfer in living cells, …; inhibition, % at 12.3 µM; AID 743397; HEK cells, CFP/YFP FRET ICDI-IQ, plate reader, 10 min; percent FRET-ratio fall versus neutral wells; hit rate 0.098% among 340,000;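 active = mean replicate inhibition of at least 30% and at least 1% of replicates passing that level; inconclusive = only one of the two criteria is met; inactive = neither criterion is met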;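 also: 0% = median of the neutral control wells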
# PDI inh – inhibitors of human PDI, primary screen, biochemical, turbidity, single point, plate reader; hit rate 0.052% among 350,000; PDI insulin aggregation turbidity, A650, 90 min; inhibition, % at 10 µM;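 active = mean inhibition across replicates of 30% or more, whatever share of single replicates reach that level; inconclusive = mean inhibition below 30% while every single replicate reaches 30%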;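 also: absorbance from insulin aggregation driven by PDI reduction with DTT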
# Target sequence (P07237 whole entry, looked up): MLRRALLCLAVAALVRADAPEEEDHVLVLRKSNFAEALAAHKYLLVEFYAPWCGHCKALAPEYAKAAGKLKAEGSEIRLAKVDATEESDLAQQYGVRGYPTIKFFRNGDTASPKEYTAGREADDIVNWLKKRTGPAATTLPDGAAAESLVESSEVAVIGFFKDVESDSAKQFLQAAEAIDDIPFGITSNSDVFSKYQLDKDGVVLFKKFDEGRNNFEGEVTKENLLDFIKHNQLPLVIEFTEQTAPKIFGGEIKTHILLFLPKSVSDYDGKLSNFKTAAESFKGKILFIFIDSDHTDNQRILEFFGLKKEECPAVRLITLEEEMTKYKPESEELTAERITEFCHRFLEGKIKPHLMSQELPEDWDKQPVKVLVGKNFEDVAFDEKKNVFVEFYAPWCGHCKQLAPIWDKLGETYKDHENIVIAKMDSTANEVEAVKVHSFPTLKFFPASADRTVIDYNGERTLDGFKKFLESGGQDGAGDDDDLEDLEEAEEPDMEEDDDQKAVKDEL
# MITF TRPM1 inh – inhibitors of MITF-dependent TRPM1 promoter reporter, primary screen, cell-based, SK-MEL-5, single point, luciferase | inhibition, % at 12.5 µM | AID 488899, 2010 | SK-MEL-5 TRPM1 promoter luciferase, 24 h | hit rate 0.83% among 330,000;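 active = mean inhibition across replicates of 60% or more, whatever share of single replicates reaches that level; inconclusive = some that reach 60%, reason not given; inactive = mean inhibition across replicates below 60%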; also: values of inactives mirror those of a sister screen read the other way
# Granule exo inh – LAMP-1 surface exposure blockers, TALL-104 cells – cell-based, flow cytometry, MLPCN library, primary screen | inhibition, % at 10 µM | AID 651702, 2012 | TALL-104 LAMP-1 surface exposure; cells stimulated with thapsigargin and PMA | hit rate 0.66% among 360,000;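 active = inhibition above about 55%, limit read from the data; inconclusive = no clear call, values can overlap the other calls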
# Vif imaging – HIV Vif self-association inhibitors, primary screen, imaging, HEK293T, single point; HEK293T cells, Vif self-association by quenched fluorescence, 24 h; inhibition, % at 7.49 µM; hit rate 0.35% among 340,000; in the data active = inhibition above about 50%, passing the limit was not always enough; inconclusive = no clear call, values can overlap the other calls; inactive = below about 31%; also: some results filed as inactive read as strong as hits
# NR2E3 ag-2 – inhibitors of NR2E3-RetCOR corepressor binding, primary screen, NR2E3 agonist project, biochemical, TR-FRET, GST-NR2E3, biotin-RetCOR; 1536-well; inhibition of corepressor binding, % at 4.78 µM; hit rate 0.12% among 320,000; AID 2300, 2010;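 active = percent inhibition above the cutoff of mean plus 3 SD of all tested compounds, set per screening campaign, cut at about 20% in these data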;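 also: 0% = DMSO wells and 100% = biotin wells as full block of FRET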
#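 Material: NR2E3–RetCOR corepressor complex / Incubation: Compound–protein incubation for 5 h at 4 °C / Dosing: compound at 4.8 µM, single dose / Detection: time-resolved FRET / Benchmarks: high control biotin, low control 0.6% DMSO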
# HIF-2a inh – HIF-2a reporter inhibitors, primary screen, luminescence, 786-0 RCC cells; 786-0 RCC cells HIF-2a reporter, luciferase luminescence, overnight; inhibition, % at 18.8 µM; hit rate 0.72% among 360,000; AID 624352, 2012;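 active = inhibition of the luminescence signal of 40% or more relative to plate controls, in a single-dose primary screen at 18.75 µM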
# Peg3 prom inh – Peg3 promoter-driven luciferase inhibitors, primary screen, cell-based, HeLa, luciferase luminescence; HeLa PEG-Prom luciferase reporter, overnight; inhibition, % at 20 µM; hit rate 1.7% among 360,000; AID 588405, 2011;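 active = inhibition of at least 50% at 20 µM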
# An asterisk follows results filed as active; i = inactive; ? = inconclusive; · = no result given. Rows are unselected; about 3.5% have a hit in one of these screens.
SMILES,iPSC survival up,aDG glyco act,NR2E3 ag-1,CaV13 ICDI inh,PDI inh,MITF TRPM1 inh,Granule exo inh,Vif imaging,NR2E3 ag-2,HIF-2a inh,Peg3 prom inh
COc1ccccc1NCC(O)Cn1c2ccccc2c2ccccc21 (stereo unspecified),-2.8,0.3,5,-5,4,-5,-1,-19,3,-4,36
O=[N+]([O-])c1ccccc1S(=O)(=O)N1CCN(CC2CC=CCC2)CC1 (stereo unspecified),0.5,0.2,-25,-5,-1,6,-1,3,2,6,-2
O=C(OCc1ccccc1)N1C=CCC[C@@H]1c1c(Cl)cccc1Br,0.6,-0.2,-9,-5,·,·,-1,-1,·,-11,-11
CS(=O)(=O)c1ccc2nc(NC(=O)CCN3C(=O)c4ccccc4C3=O)sc2c1,-1.4,-0.1,-5,-3,-6,12,7,14,2,3,8
NC(=O)Nc1ccc(C(=O)OCC(=O)Nc2sccc2C(N)=O)cc1,-0.5,-0.2,-18,-14,9,-5,-2,-4,·,-29,-7
CCOC(=O)N1CCN(c2cc(=O)n(-c3ccc(OCC)cc3)c(=O)[nH]2)CC1,-0.7,0.1,1,-7,5,4,2,·,1,-5,22
CCOc1cccc(SCc2noc(C(=O)NCC3CCCO3)c2C(=O)O)c1 (stereo unspecified),-2.4,-0.2,25,-5,2,9,5,-3,7,6,10
Cc1c(C(=O)N2CCC(C)CC2)oc2ccc(S(=O)(=O)N3CCC4(CC3)OCCO4)cc12,0.0,0.0,-11,-9,-3,1,0,3,-3,-11,10
Cc1ccc(CNC(=O)CCCc2c[nH]c3ccccc23)cc1,-0.6,0.0,7,-3,-11,2,24,-3,2,-7,-19
O=C(NCCc1ccccc1)c1cc2ccccc2oc1=O,-0.6,0.1,-3,-20,-2,·,-30,5,6,-67,-82
Cc1ccc(-c2cc(C(=O)N/N=C/c3cccnc3)n[nH]2)o1,-2.6,-0.1,6,-4,-2,11,2,-10,4,-10,-32
CC1CCCCC1NC(=O)CSc1nnc(CNC(=O)c2ccccc2)n1C (stereo unspecified),2.8,0.1,15,-1,-12,15,9,-5,5,18,15
C=CCN(CC=C)CCOc1ccc(OC(C)C)cc1,2.6,0.1,0,-5,-77,3,-3,0,2,-23,-6
Cc1ccc(N2CCN(S(=O)(=O)N(C)C)CC2)cc1Cl,2.6,0.0,-13,·,-15,-21,-2,-5,1,-25,-30
CNS(=O)(=O)c1ccc(C)c(S(=O)(=O)NC)c1,0.7,0.2,-7,-4,10,-3,-3,2,3,13,4
Cc1n[nH]c(C)c1S(=O)(=O)N(C)Cc1ccco1,-0.1,0.1,-16,-2,10,1,1,?,1,15,2
COc1cc(S(=O)(=O)N2CCOCC2)cc(C(=O)c2nccn2C)c1OC,-1.0,0.0,-21,-8,0,3,3,0,6,-2,9
CCCc1ccc(OCC(=O)NNC(=O)c2cccnc2)cc1,2.8,0.2,0,3,-9,3,-2,1,1,17,0
CCOC(=O)N1CCN(C(=O)CCCn2nnnc2CN2CCC(C)CC2)CC1,-0.5,0.0,-16,-2,1,10,-5,-2,0,9,0
Cc1c(C#N)c2ccccc2n1CCOc1ccccc1F,0.2,0.0,-2,-9,-6,12,18,9,1,5,0
Cc1ccc(C2=NN(CCC(=O)NC3CCCC3)C(=O)CC2)cc1,1.8,-0.2,-11,-2,7,1,-3,-3,0,-4,2
COc1ccc(NC(=O)N2CCCC(c3ccccc3)C2)cc1 (stereo unspecified),-0.4,0.0,-31,-12,9,-21,-1,-4,·,-57,-42
CCOc1cc2c(cc1/C=C/c1noc(C)c1[N+](=O)[O-])OC(C)C2 (stereo unspecified),-0.2,0.1,-28,-14,-1,-1,14,i,12,-7,18
CC(=C/c1ccccc1)/C=N/NC(=O)c1cccs1,-0.5,0.2,-158,-5,-14,·,-12,-2,0,-276,-320
O=C(O)C1C2C=CC(O2)C1C(=O)NCc1ccc2c(c1)OCO2 (stereo unspecified),-0.8,-0.1,-18,-4,2,2,-2,4,-2,11,2
COc1cccc2c1O/C(=N\O)C(C(=O)Nc1ccc(C)cc1)C2 (stereo unspecified),-0.4,-0.3,-49,-3,-3,16,-10,-9,1,-29,14
CC1CCCN(C(=O)c2ccc3ncsc3c2)C1 (stereo unspecified),1.2,0.0,-14,-8,-6,3,-1,-9,·,1,7
Cc1ccc(C)c(C2=NNC(=NCc3ccccc3)SC2)c1,-0.8,-0.1,-12,-3,3,-7,5,-2,·,3,-18
CCN1CCN(C(=O)c2cccc(OC3CCN(S(C)(=O)=O)CC3)c2)[C@@H](C)C1=O,1.6,-0.1,-16,-5,4,-4,2,·,3,15,3
O=C(O)Cc1ccc(S(=O)(=O)N2CCCC2)s1,-1.9,-0.2,-38,-5,0,3,0,21,·,8,5
CC(C)c1ccc(NC(=O)N2CCc3nc(NCc4cccc(Oc5ccccc5)c4)ncc3C2)cc1,-3.0,2.8,43,-8,1,·,7,-37,·,-4,37
CCn1c(-c2c[nH]c3ccccc23)n[nH]c1=S,-1.6,0.1,3,-8,-6,18,0,-2,-1,-10,42
COc1cc(OC)cc(C2=Cc3ccc(OC)cc3C(CC(C)=O)N2c2ccc(C#CC3(O)CCCCC3)cc2)c1 (stereo unspecified),-1.2,0.2,-11,-10,·,·,0,·,·,9,·
CCN1/C(=C/C=C2/SC(=Nc3cccc4ncccc34)N(C)C2=O)Sc2ccccc21,2.1,-0.2,-16,1,8,14,-8,3,·,12,-5
CCCC(C)NC(=O)COC(=O)c1ccccc1SCC(=O)NC(C)CCC (stereo unspecified),-0.2,-0.1,-15,-2,-3,-9,9,1,-2,5,14
O=C(N/N=C/c1cccc(OC(=O)c2ccc3c(c2)OCO3)c1)c1cncc(Br)c1,-1.2,0.0,7,-8,-2,11,-2,0,3,4,6

# Ordered by number of heavy atoms (lowest first): part of the list above.
SMILES,iPSC survival up,aDG glyco act,NR2E3 ag-1,CaV13 ICDI inh,PDI inh,MITF TRPM1 inh,Granule exo inh,Vif imaging,NR2E3 ag-2,HIF-2a inh,Peg3 prom inh
CCn1c(-c2c[nH]c3ccccc23)n[nH]c1=S,-1.6,0.1,3,-8,-6,18,0,-2,-1,-10,42
Cc1ccc(C)c(C2=NNC(=NCc3ccccc3)SC2)c1,-0.8,-0.1,-12,-3,3,-7,5,-2,·,3,-18
O=C(O)C1C2C=CC(O2)C1C(=O)NCc1ccc2c(c1)OCO2 (stereo unspecified),-0.8,-0.1,-18,-4,2,2,-2,4,-2,11,2
COc1cccc2c1O/C(=N\O)C(C(=O)Nc1ccc(C)cc1)C2 (stereo unspecified),-0.4,-0.3,-49,-3,-3,16,-10,-9,1,-29,14
CCCC(C)NC(=O)COC(=O)c1ccccc1SCC(=O)NC(C)CCC (stereo unspecified),-0.2,-0.1,-15,-2,-3,-9,9,1,-2,5,14
CCN1CCN(C(=O)c2cccc(OC3CCN(S(C)(=O)=O)CC3)c2)[C@@H](C)C1=O,1.6,-0.1,-16,-5,4,-4,2,·,3,15,3
CCN1/C(=C/C=C2/SC(=Nc3cccc4ncccc34)N(C)C2=O)Sc2ccccc21,2.1,-0.2,-16,1,8,14,-8,3,·,12,-5
CC(C)c1ccc(NC(=O)N2CCc3nc(NCc4cccc(Oc5ccccc5)c4)ncc3C2)cc1,-3.0,2.8,43,-8,1,·,7,-37,·,-4,37
COc1cc(OC)cc(C2=Cc3ccc(OC)cc3C(CC(C)=O)N2c2ccc(C#CC3(O)CCCCC3)cc2)c1 (stereo unspecified),-1.2,0.2,-11,-10,·,·,0,·,·,9,·

# New compounds follow:
SMILES,iPSC survival up,aDG glyco act,NR2E3 ag-1,CaV13 ICDI inh,PDI inh,MITF TRPM1 inh,Granule exo inh,Vif imaging,NR2E3 ag-2,HIF-2a inh,Peg3 prom inh
CCn1c2ccccc2c2cc(/C=N/NC(=O)c3cccc(C)c3)ccc21,0.7,0.4,0,-8,13,13,4,0,2,5,0
COc1ccccc1C1C(C(=O)NCc2ccccc2)=C(C)Nc2ncnn21 (stereo unspecified),1.0,-0.1,4,-3,0,3,0,6,2,19,-2
O=[N+]([O-])c1cc(C(F)(F)F)cc([N+](=O)[O-])c1NCCNC(=S)Nc1ccc(Cl)c(Cl)c1,-0.3,0.2,65,-3,15,-5,14,-9,2,8,53*
COc1ccc2cc(C)c3nnc(SCC(=O)Nc4nc(-c5ccc(F)cc5)cs4)n3c2c1,5.3,-0.3,-29,-16,-1,38,-4,-2,0,-7,66*
COC(=O)[C@H](c1ccccc1Cl)N1CCc2sccc2C1,1.7,0.1,7,-6,-1,-9,-7,0,-1,5,13
COc1ccc(S(=O)(=O)N2CCSCC2)cc1C(N)=O,0.0,-0.2,-23,-3,-3,-2,-4,-6,-3,25,2
COc1ccc(S(=O)(=O)N2CCN(Cc3ccc4c(c3)OCO4)CC2)cc1,-0.4,-0.1,6,-3,-10,1,-6,0,0,-12,-34
Cc1ccc(S(=O)(=O)N2CCCC2=O)c(C)c1N(C)S(C)(=O)=O,0.1,0.0,-5,4,2,-2,-4,11,2,5,11
Cc1ccc(NC(=O)CSCC(=O)N=c2sccn2C)cc1,-0.4,0.1,4,-13,-6,4,-10,1,2,-37,-19
CCOc1cccc(NC(=O)CSc2sc3c(O)cc(=O)[nH]c3c2C#N)c1,4.4,-0.1,-19,-4,4,5,-1,28,1,18,1
Cc1ccc(C(C)(C)C)c(SCC(=O)Nc2nnc(C)s2)c1,-0.2,0.1,21,-14,-3,4,-3,-1,-6,16,17
COC(=O)c1ccc(Cl)c(-c2ccc(/C=N/NC(=O)Nc3ccccc3)o2)c1,15,0.4,-21,·,-13,-6,-1,6,4,4,1
N/C(=N\OC(=O)Cc1cccs1)c1cccc([N+](=O)[O-])c1,-0.4,-0.1,-43,-5,-4,-11,6,·,-1,-71,-47
CC(=O)Nc1ccc(-c2cc(-c3ccc(NC(C)=O)cc3)nc(-c3ccc(NC(C)=O)cc3)n2)cc1,-0.1,-0.1,-5,-6,-11,10,-2,-14,19,9,5
